HT1080NT lethal: kills 2HG-producing HT-1080-NT fibrosarcoma cells | Potency, µM (highest dose often 46.1 µM), for inactives: at the highest dose activity, negative = less viability, hits mostly cytotoxic | HT-1080-NT fibrosarcoma viability, CellTiter-Glo ATP luminescence, 48 h | hit rate 1.6% among 360,000;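 further: NT is the 2HG producing partner of a matched IDH1 knockdown line; potency means the concentration at half of the fitted maximal effect; 0% = DMSO-treated cells and -100% = media-only wells without cells; nearly all actives have a fitted effect of over 55% in size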
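Viability of the 2HG-overproducing fibrosarcoma line after 48 hours of compound exposure at 37 degrees C was determined by luminescence with CellTiter-Glo, and concentration-effect curves were then fitted and categorized.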
S2 tox: reduces viability in counter-screen for ATXN expression inhibitors; S2 cells (HEK-293 line with an ATXN2-luciferase reporter) viability, CellTiter-Fluor protease fluorescence, 24 h; Potency, µM (top dose mostly 56.7 µM), actives largely listed as cytotoxic; hit rate 0.49% among 400,000; AID 651635; further: potency means the concentration at half of the fitted maximal effect; nearly all actives have a fitted effect of over 40% in size
KB-V1 MDR tox: KB-V1 MDR subline cytotoxicity; Potency, µM (top dose mostly 46.1 µM), for the others: at the top dose activity change, negative = cytotoxicity, actives largely listed as cytotoxic; KB-V1 MDR cells viability, CellTiter-Glo, 72 h; hit rate 3.4% among 400,000; further: potency means the concentration at half of the fitted maximal effect; on the % scale 0 is the no-effect control and ±100 the full control effect; nearly all actives have a fitted effect of over 60% in size
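KB-V1 cells (P-gp-expressing MDR subline of KB-3-1) in phenol-red-free DMEM with 10% FBS were exposed to library compounds over a concentration series for 72 h at 37 degrees C. Viability read by CellTiter-Glo luminescence; concentration-effect curves fitted after normalization.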
SW480 rereplic: inducers of DNA re-replication in SW480 colon cancer cells; SW480 DNA re-replication, Hoechst DNA content imaging, 48 h; Potency, µM (highest dose often 46.1 µM), for the others: top-dose re-replication activation, usual class: activators; hit rate 1.8% among 340,000; AID 624297; further: potency means the concentration at half of the fitted maximal effect; % of control where 0% means no effect; nearly all actives have a fitted effect of over 55% in size
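Quantitative HTS format with DMSO vehicle controls; 48 hr drug incubation at 37 C, then 40 min Hoechst staining and scanning imager measurement at 405 nm excitation.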
MCF10A rereplic: inducers of DNA re-replication in MCF 10A breast cells; MCF 10A DNA re-replication, Hoechst nuclear intensity, 48 h; Potency, µM (top dose mostly 46.1 µM), inactives show top-dose activity, positive = re-replication, hits mostly activators; AID 624296; hit rate 2.9% among 350,000; further: potency means the concentration at half of the fitted maximal effect; % of control where 0% means no effect; nearly all actives have a fitted effect of over 50% in size
IL-1B inflam inh: inflammasome signaling inhibition, IL-1 beta readout | hit rate 4.7% among 360,000 | THP-1 LPS/ATP IL-1B secretion, AlphaLISA, 16 h; active compounds read low | activity change, % at 57.5 µM; in the data active means activity change below about -50%; inconclusive means mostly about -30% to -49%; further: on the % scale 0 is the no-effect control and ±100 the full control effect
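THP-1 cells pretreated 1 hr with compounds (up to 57.5 uM final), then stimulated with LPS (250 ng/mL final) plus ATP (1.25 mM final); secreted IL-1B measured by AlphaLISA after 16 hr, decreased signal indicating inhibition.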
ATXN2 expr inh: ATXN2 expression inhibition; hit rate 0.72% among 360,000; AID 1745845; HEK-293 ATXN2-luciferase reporter, luminescence, 24 h; Potency, µM (titrated, usually from 57 µM), inactives show at the top dose activity change, negative = inhibition, most hits filed as inhibitors; further: potency means the concentration at half of the fitted maximal effect; on the % scale 0 is the no-effect control and ±100 the full control effect; nearly all actives have a fitted effect of over 55% in size
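qHTS (up to 57 uM final) was run with 24 h compound exposure of reporter cells at 37 °C. Each well was multiplexed: SteadyGlo luminescence measured ATXN2-luciferase expression after a fluorogenic Gly-Phe-AFC viability readout (25 uM final).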
HT1080 IDH1KD tx: kills HT-1080 cells with IDH1 knockdown | hit rate 2% among 360,000 | AID 686971 | HT-1080 IDH1 knockdown viability, ATP luminescence, 48 h | Potency, µM (series often up to 46.1 µM), for inactives: top-dose activity, negative = toxicity, most hits filed as cytotoxic;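 further: potency means the concentration at half of the fitted maximal effect; 0% = DMSO wells and -100% = cell-free medium wells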
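Luminescent ATP read-out (CellTiter-Glo, 10 min at room temperature) after 48 h compound exposure at 37 °C gave viability of IDH1-knockdown HT-1080 cells. Activity was normalised to DMSO and cell-free wells, then fitted as concentration-response curves.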
KB-3-1 tox: kills parental KB-3-1 adenocarcinoma cells; KB-3-1 viability, CellTiter-Glo ATP luminescence, 72 h; Potency, µM (highest dose often 46.1 µM), for the others: at the top dose activity change, negative = cytotoxic, hits mostly cytotoxic; hit rate 1.4% among 400,000; AID 1347075; further: potency means the concentration at half of the fitted maximal effect; on the % scale 0 is the no-effect control and ±100 the full control effect; nearly all actives have a fitted effect of over 60% in size
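72 h, 37 °C compound treatment of KB-3-1 parental cells; CellTiter-Glo added, 10 min, luminescence read. Data corrected against DMSO-only plates and normalized before curve fitting.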
An asterisk follows results filed as active; i = inactive; u = inconclusive; x = not tested or not shown; & = joins results of further samples; [ ] = remark or other dose. Unless noted, the call rests on the fitted dose curve; in most records, active means well fitted curve in the direction sought with a large enough effect; inconclusive means small, poorly fitted or top-dose-only effect, or another doubt; inactive means no such curve, though single readings can be large; an effect the other way counts as inactive or inconclusive. Compounds as they come; about 11% have a hit in one of these screens.

SMILES	HT1080NT lethal	S2 tox	KB-V1 MDR tox	SW480 rereplic	MCF10A rereplic	IL-1B inflam inh	ATXN2 expr inh	HT1080 IDH1KD tx	KB-3-1 tox
Nc1cc(Cl)c(N)cc1Cl	-1%	i	-5%	3%	1%	-7	15%	-5%	0%
O=C1CN(C(=O)COC(=O)c2cc(S(=O)(=O)N3CCOCC3)ccc2Cl)c2ccccc2N1	4%	i	5%	-37%	-2%	14	8%	6%	6%
CC(C)CC1C(=O)N(Cc2cn(CCC3OCCCO3)nn2)CCS(=O)(=O)N1Cc1ccc(-c2ccc(F)cc2)cc1 (stereo not given)	-12%	u	u	x	x	2	0%	-5%	0%
COc1ccc2c(C=O)c[nH]c2c1	0%	i	0%	-1%	-1%	33	-1%	9%	0%
CC(OC(=O)c1ccco1)C(=O)Nc1ccc(Cl)cn1 (stereo not given)	8%	i	u	-13%[1.84 µM]	-28%	41	-23%[2.22 µM]	5%	11%
CN1CCSc2ccc(C(=O)NCc3ccccc3F)cc21	-4%	i	-3%&2%	-9%	-10%	u	52%&1%[activator]	-3%	-5%&-5%
COC(=O)c1ccc(Cn2cnc3cnccc32)cc1	-14%	i	-3%	u	12%	-14	145%[activator]	-4%	-4%
O=C(NCCc1c[nH]c2ccccc12)c1ccc2nc[nH]c2c1	-10%	i	1%	-219%[inhibitor]	-1%	17	14%	-13%	-2%
Cc1cc(C(=O)Nn2cnnc2)cs1	-2%	i	0%	u	3%	7	-9%	-9%	-4%
O=C(CSc1cccs1)Nc1ccc(Cl)cc1	5%	i	3%	-95%[inhibitor]	0%	-7	38%[activator]	-2%	8%
CN(C(=O)NC(=O)C1=C(N2CCOCC2)/C(=C/c2ccccc2)CC1)S(C)(=O)=O	-6%	u	2%	-3%	-5%	-15	6%	u	-5%
c1ccc(-c2nn3c(C4CCCCC4)nnc3s2)nc1	21%	i	1%	-4%	1%	-15	3%	0%	16%
COc1ccc(NS(=O)(=O)c2ccc(OC)c(NC(=O)CNC(=O)c3ccc(OC)cc3)c2)cc1	-1%	i	0%	-17%	17%	0	-1%	0%	8%
CCOC(=O)N1CCN(C(=O)COC(=O)CN(C)S(=O)(=O)c2ccc(NC(C)=O)cc2)CC1	13%	i	3%	-5%	-1%	13	4%	9%	21%
O=C(NCc1ccccc1Cl)C(=O)c1c[nH]c2ccccc12	11%	i	0%	4%	1%	-10	3%	10%	12%
O=S(=O)(c1ccc2c(c1)CCC2)N1CCNCC1	-4%	i	1%	-3%	11%	-6	6%	-1%	-3%
O=C(c1nnsc1S(=O)c1ccc(Cl)cc1)N1CCOCC1 (stereo not given)	13µM*	x	13µM*	3%	18%	-104*	5%[11.3 µM]	u	u
COC(=O)C(O)(CC(=O)Nc1ccc(OC(F)(F)F)cc1)C(F)(F)F (stereo not given)	0%	i	10%	2%	1%	14	6%	7%	1%
CCC(=O)c1ccc(OCC(=O)Nc2ccccc2C(=O)NC2CC2)cc1	0%	u	u	-7%	-7%	10	3%	10%	0%
COc1ccc(S(=O)(=O)N(C)c2ccc(C(=O)NCC3CCCO3)cc2)cc1 (stereo not given)	-28%	i	-15%	-1%	-16%	-9	-1%	-10%	-10%

Single records, from the list above. Order of screens: HT1080NT lethal | S2 tox | KB-V1 MDR tox | SW480 rereplic | MCF10A rereplic | IL-1B inflam inh | ATXN2 expr inh | HT1080 IDH1KD tx | KB-3-1 tox
`O=S(=O)(c1ccc2c(c1)CCC2)N1CCNCC1` as listed: -4% | i | 1% | -3% | 11% | -6 | 6% | -1% | -3%
`O=C(NCc1ccccc1Cl)C(=O)c1c[nH]c2ccccc12` as listed: 11% | i | 0% | 4% | 1% | -10 | 3% | 10% | 12%

Remaining list, next part
SMILES	HT1080NT lethal	S2 tox	KB-V1 MDR tox	SW480 rereplic	MCF10A rereplic	IL-1B inflam inh	ATXN2 expr inh	HT1080 IDH1KD tx	KB-3-1 tox
Cc1cccc(NC(=O)CSc2nnc(NC(=O)C3CC3)s2)c1C	9%	i	-5%	-20%	6%	5	-5%	5%	23%
Cc1cccc(-n2c(CNC(=O)c3ccc(S(=O)(=O)N4CCCCC4)cc3)n[nH]c2=S)c1	6%	u	1%	-3%	-2%	13	5%	19%	1%
CCN(CC)C(=O)C1CCCN(c2ncnc3c2cnn3-c2cccc(C)c2)C1 (stereo not given)	-26%	i	0%	-4%[9.22 µM]	9%	-56*	-28%	-13%	-2%
O=C(COC(=O)CNC(=O)c1ccc(Cl)cc1Cl)NC(=O)NCc1ccccc1	3%	i	0%	-3%	8%	-16	-5%	2%	2%
CN(CC(=O)NCc1cccs1)S(=O)(=O)c1cccc2nsnc12	-1%	i	21µM*	-1%	-2%	-1	4%	0%	-7%
Cc1ccc(OC2CCN(C(=O)[C@H]3O[C@@H](n4cnc5c(N)ncnc54)[C@H](O)[C@@H]3O)CC2)cc1	u	i	1%	x	x	-16	-1%	u	0%
CCc1nnc(NC(=O)c2cc(-c3ccco3)nc3ccccc23)s1	-13%	i	-6%	3%	u	27	1%	0%	-2%
Cc1nn(C)cc1/C=N\NC(=O)Cc1ccc([N+](=O)[O-])cc1	4%	i	22%	-7%	13%	10	0%	10%	1%
C=CCn1c(SCC(=O)Nc2cc(C)on2)nnc1-c1ccncc1	2%	i	u	x	x	-17	x	12%	4%
O=C(CN1CCOCCOCCOCCOCC1)Nc1ccccc1	-20%	i	-16%	u	u	-4	24%	-10%	0%
COc1ccc(NC(=O)c2n[nH]c(=O)c3ccccc23)cc1S(=O)(=O)N1CCCCC1	-1%	i	u	16%	-1%	-10	-22%	-19%	-15%
O=C1N/C(=N/N=C/c2ccc(O)cc2)SC1Cc1ccccc1 (stereo not given)	-12%	i	0%	-47%[inhibitor]	1%	36	7%	12%	5%
C[C@H](CO)N1C[C@H](C)[C@@H](CN(C)S(C)(=O)=O)Oc2c(NC(=O)Nc3ccccc3)cccc2C1=O	5%	i	10%	u	u	-4	0%	-6%	-2%
C=CCNC(=O)c1c(O)c2cccc3c2n(c1=O)CCC3	-5%	i	-15%	1%	7%	-1	x	-2%	-13%
Cc1nc(-c2cccc(NC(=O)c3ccc(-n4cccn4)cc3)c2)cs1	4%[9.24 µM]	i	u	5%	20%	-51*	-7%	-7%	-13%
COc1cccc(C(=O)Oc2cc(N)n(S(=O)(=O)c3ccc(C)cc3)n2)c1OC	u	i	-8%	-4%	1%	4	-9%	-2%[9.24 µM]	11%
CC1(C)C2CCC1(CS(=O)(=O)N1CCC(C(=O)O)CC1)C(=O)C2 (stereo not given)	9%	i	22%	-11%	-2%	11	3%	6%	-4%
O=C(c1cccs1)N1CCN(C(=O)c2cn(-c3ccccc3)nc2-c2ccccc2)CC1	-9%	i	0%	11%	u	-20	42%[activator]	-23%	8%
COC(=O)c1sccc1NC(=O)c1cccc(OC)c1	-13%	i	-25%	0%	-4%	30	3%	-14%	1%
CN1CCN(c2ccc(CNS(=O)(=O)c3cccc(F)c3)cc2)CC1	7%	u	-2%	-9%	u	4	x	6%	-4%
Cc1ccc(/C(O)=C2/C(=O)C(=O)N(Cc3cccnc3)C2c2ccccn2)cc1 (stereo not given)	12%	u	4%	-6%	1%	-1	-1%	10%	9%
O=C(NNC(=O)c1ccncc1)NC1CCCCC1	-4%	i	u	-5%	-3%	2	-15%	9%	13%
CC1CCC2(CC1)NC(=O)N(CC(=O)N1CC(C)CC(C)C1)C2=O (stereo not given)	7%	i	3%	0%	-3%	3	6%	2%	0%
N#Cc1ccc(-c2cccs2)nc1SCc1ccc(Cl)cc1Cl	x	u	-7%	x	x	x	12%	x	21%
Cc1cc(C)c(NC(=O)Cn2c(SCC(=O)NCc3ccccc3)nc3ccccc32)c(C)c1	x	i	0%	x	x	x	-5%	x	10%
Cc1ccc2c(c1)N(CC(=O)NC1CCCCC1)C(=O)c1cccnc1O2	2%	i	5%	3%	2%	-15	6%	5%	11%
Cc1cc(=O)n2nc(N(C)CC(=O)NCc3ccccc3C)sc2n1	x	i	14%	x	x	x	7%	x	5%
Cc1ccc(C)c(NC(=O)CN(C)C(=O)C2=NNC(=O)CC2)c1	4%	i	4%	-13%	3%	10	3%	7%	-9%
O=S(=O)(Nc1nc2ccccc2nc1NCc1ccco1)c1cccs1	10%	i	4%	-4%	14%	28	14%	3%	0%
CC(=O)Oc1ccc(-c2cccc(C(=O)NCCO)c2)cc1	8%	i	7%	-4%	-2%	0	x	0%	3%
O=C(CSc1nc2ccccc2n1CC(=O)N1CCCC1)N1CCN(C(=O)c2ccco2)CC1	2%	i	-1%	24%	-51%	u	-17%	8%	-14%
CCOc1ccc(CCN2C(=O)C(=O)N([C@@H](CC(C)C)CN3CCC[C@H]3CN3C(=O)C(=O)NC[C@@H]3CC(C)C)C[C@@H]2Cc2ccccc2)cc1	15%	u	-11%	x	x	-92*	u	14%	u
COc1cc(NC(=O)CSc2nc(C3CC3)nc3ccccc23)cc(OC)c1	13µM*	i	10%	u	u	-16	u	u	6%
COc1ccc(N2CCN(C(=O)[C@@H](NC(=O)c3cc(OC)cc(OC)c3)C(C)C)CC2)cc1	0%	i	u	-4%	5%	37	-6%	9%	-13%
O=C1c2cc(Cl)ccc2OC2(CCNCC2)C12CC(c1ccc(Cl)cc1)=NO2 (stereo not given)	-8%	i	22%	-38%[inhibitor][9.22 µM]	-4%	u	-20%	-10%	-3%
CN(/N=C/C=C/c1ccccc1)C1=NS(=O)(=O)c2ccccc21	12%	i	0%	10%	6%	-3	-2%	2%	3%
CSc1ncc(C(=O)NCc2ccc(C)cc2)c(-c2ccccc2)n1	x	i	7%	x	x	x	4%	x	2%
CC1C(=O)O[C@@H]2C[C@@H](C)[C@@H]3CCC(=O)[C@@]3(C)[C@@H](O)[C@H]12 (stereo not given in full)	0%	i	-1%	-45%[inhibitor][9.22 µM]	0%	14	0%	11%	2%
CC1(C(=O)Nc2ccc(Cl)cc2)Cc2c(-c3cccc(C(F)(F)F)c3)ccnc2O1 (stereo not given)	u	u	u	x	x	-4	0%	u	u

High-throughput results: PubChem, National Center for Advancing Translational Sciences (NCATS)
